LDHA inh – qHTS assay for inhibitors of human lactate dehydrogenase | purified LDHA, NADH/diaphorase-resazurin fluorescence; hits give low values | activity change, % (values are at about 110 or 230 µM) | 480,000 compounds, 0.15% hits | AID 1347041, 2019; in the data active means activity change below about -30%; inconclusive means mostly about -25% to -30%;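 further: plate controls were DMSO wells for no effect and wells without enzyme for full effect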
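Human LDH5 at 2 nM final in Tris HCl pH 7.4 with 0.06 mM NADH and 0.2 mM pyruvate, reacted 5 minutes at room temperature. Remaining NADH coupled via diaphorase/resazurin; resorufin fluorescence read at 0 and 20 minutes, normalized to enzyme-free and DMSO wells.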
BLM inh – qHTS Assay for Inhibitors of Bloom's syndrome helicase (BLM) | AID 2528, 2010 | Potency, µM (highest dose often 56.1 µM), for the others: top-dose activity change, negative = inhibition, most hits filed as inhibitors | 350,000 compounds, 0.2% hits | recombinant BLM DNA unwinding, fluorescence dequenching | RecQ-like DNA helicase BLM (Homo sapiens), P54132;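 further: potency means the concentration at half of the fitted maximal effect; plate controls were vehicle for no effect and no enzyme for full effect; nearly all actives have a fitted effect of over 35% in size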
Pol eta inh – qHTS for Inhibitors of Polymerase Eta | DNA polymerase eta (Homo sapiens), Q9Y253 | recombinant Pol eta, fluorescent DNA replication assay | Potency, µM (titrated, usually from 114 µM), for inactives: top-dose activity change, negative = inhibition, hits mostly inhibitors | 390,000 compounds, 1.2% hits | AID 588591, 2011; further: potency means the concentration at half of the fitted maximal effect; on the % scale 0 is the no-effect control and ±100 the full control effect
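Fluorescent replication assay: 50 nM final substrate added after a 15 min room-temperature compound preincubation with 10 nM enzyme. Signal taken at 0 min and again at 10 min.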
Apoferritin bind – qHTS Assay for Identification of Novel General Anesthetics; apoferritin/1-aminoanthracene competitive binding, fluorescence; Potency, µM (series often up to 77.5 µM), for the others: top-dose activity change, negative = displacement, actives largely listed as inhibitors; 350,000 compounds, 0.074% hits; AID 485281, 2010; further: potency means the concentration at half of the fitted maximal effect; on the % scale 0 is the no-effect control and ±100 the full control effect; nearly all actives have a fitted effect of over 20% in size
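Horse-spleen apoferritin (10 uM) in 50% saturated 1-aminoanthracene in PBS was incubated 10 min at room temperature with compound. Fluorescence (ex 380, em 535 nm) was normalized to free and bound 1-AMA, with concentration-response fitted by a four-parameter Hill equation.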
POLI inh – qHTS for Inhibitors of Polymerase Iota; Pol iota fluorescent replication assay, 10 min; 390,000 compounds, 1% hits; AID 588590, 2011; DNA polymerase iota (Homo sapiens), Q9UNA4; Potency, µM (series often up to 115 µM), inactives show at the highest dose activity, negative = inhibition, actives largely listed as inhibitors; further: potency means the concentration at half of the fitted maximal effect
Target sequence (Q9UNA4 whole entry, looked up): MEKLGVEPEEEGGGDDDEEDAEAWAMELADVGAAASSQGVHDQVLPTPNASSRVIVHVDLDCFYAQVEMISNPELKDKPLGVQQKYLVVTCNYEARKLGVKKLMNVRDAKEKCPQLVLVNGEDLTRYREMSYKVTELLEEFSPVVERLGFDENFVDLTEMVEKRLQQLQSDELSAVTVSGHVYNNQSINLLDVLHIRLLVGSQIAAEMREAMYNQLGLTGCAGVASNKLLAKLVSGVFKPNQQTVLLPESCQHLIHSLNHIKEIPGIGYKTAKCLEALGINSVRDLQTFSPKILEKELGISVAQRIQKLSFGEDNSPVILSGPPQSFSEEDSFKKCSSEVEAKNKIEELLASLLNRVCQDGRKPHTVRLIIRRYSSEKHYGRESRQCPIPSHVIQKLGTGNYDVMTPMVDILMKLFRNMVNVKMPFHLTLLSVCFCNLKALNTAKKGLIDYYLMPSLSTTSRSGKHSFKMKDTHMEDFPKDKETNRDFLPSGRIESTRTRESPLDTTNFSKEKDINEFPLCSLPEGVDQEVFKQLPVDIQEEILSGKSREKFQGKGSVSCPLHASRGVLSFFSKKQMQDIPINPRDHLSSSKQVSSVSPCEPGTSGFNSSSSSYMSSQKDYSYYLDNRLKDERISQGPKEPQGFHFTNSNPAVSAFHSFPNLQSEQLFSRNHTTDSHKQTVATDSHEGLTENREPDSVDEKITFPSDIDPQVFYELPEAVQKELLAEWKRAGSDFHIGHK
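Fluorescent replication assay read twice, at 0 min and 10 min after adding 50 nM (final) substrate. Enzyme (10 nM) and compounds were first incubated 15 min at room temperature; enzyme-free buffer wells were negative controls.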
Glioma ERSR ind – qHTS for Inducers of the Endoplasmic Reticulum Stress Response (ERSR) in Human Glioma: qHTS | U87-MG GRP78 promoter luciferase reporter, 16 h | Potency, µM, inactives show top-dose activation, usual class: activators | 420,000 compounds, 0.02% hits | AID 602332, 2012; further: potency means the concentration at half of the fitted maximal effect; series mostly up to about 76 µM; % of control where 0% means no effect; nearly all actives have a fitted effect of over 35% in size
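ERSR induction read as luciferase luminescence (Bright-Glo, 10 min at room temperature) in stably transfected human U87-MG glioma cells exposed to compounds for 16 h, using GRP78 as sensor.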
Pol kappa inh – qHTS for Inhibitors of Polymerase Kappa | DNA polymerase kappa (Homo sapiens), Q9UBT6 | purified Pol kappa, fluorescent DNA synthesis assay, 10 min | Potency, µM (doses to about 107 µM), without a hit: at the highest dose activity, negative = inhibition, hits mostly inhibitors | 400,000 compounds, 0.53% hits; further: potency means the concentration at half of the fitted maximal effect; on the % scale 0 is the no-effect control and ±100 the full control effect
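50 nM final substrate added after 15 min RT preincubation of 10 nM Pol kappa with compound; fluorescence read at 0 and 10 min.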
Pol beta inh – qHTS Assay for Inhibitors of DNA Polymerase Beta; P06746; Pol beta primer extension/strand displacement, fluorescence kinetic; Potency, µM (top dose mostly 114 µM), for the others: at the highest dose activity change, negative = inhibition, hits mostly inhibitors; 340,000 compounds, 1.3% hits; further: potency means the concentration at half of the fitted maximal effect; on the % scale 0 is the no-effect control and ±100 the full control effect
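Values derive from four-parameter Hill fits of normalized kinetic data: reads at 0 and 10 min following addition of 50 nM substrate to 10 nM Pol beta preincubated 15 min with compound.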
APEX1 inh – qHTS Assay for Inhibitors of the Human Apurinic/apyrimidinic Endonuclease 1 (APE1); 350,000 compounds, 0.35% hits; recombinant APE1, TAMRA/BHQ-2 abasic DNA cleavage fluorescence; Potency, µM (top dose mostly 65.8 µM), for the others: top-dose activity change, negative = inhibition, hits mostly inhibitors; DNA repair nuclease/redox regulator APEX1 (Homo sapiens), P27695;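 further: potency means the concentration at half of the fitted maximal effect; plate controls were vehicle for no effect and reference inhibitor for full effect; nearly all actives have a fitted effect of over 55% in size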
Target sequence (P27695 whole entry, looked up): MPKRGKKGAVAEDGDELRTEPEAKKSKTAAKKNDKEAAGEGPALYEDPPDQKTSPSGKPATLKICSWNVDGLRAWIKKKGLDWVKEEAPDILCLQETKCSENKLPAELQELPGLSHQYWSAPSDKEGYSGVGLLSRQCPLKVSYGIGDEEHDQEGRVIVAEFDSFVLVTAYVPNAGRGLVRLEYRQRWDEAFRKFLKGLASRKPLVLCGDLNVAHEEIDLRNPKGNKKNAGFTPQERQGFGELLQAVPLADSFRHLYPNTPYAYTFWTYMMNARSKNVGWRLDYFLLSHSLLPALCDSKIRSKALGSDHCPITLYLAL
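Measures dequenching upon AP-site incision of a 5'-TAMRA/3'-BHQ-2 THF-containing duplex, 50 nM; human APE1 0.75 nM after 15 min room-temperature exposure to compound; kinetic three-point read at one-minute spacing.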
* = called active by the depositor; ? = inconclusive; nt = no result given; & = joins results of further samples; [ ] = remark or other dose. Unless noted, the call rests on the fitted dose curve; in most records, active means well fitted curve in the direction sought with a large enough effect; inconclusive means small, poorly fitted or top-dose-only effect, or another doubt; inactive means no such curve, though single readings can be large; an effect the other way counts as inactive or inconclusive. The list is partial, so the mix of outcomes need not match the whole.

#	SMILES	LDHA inh	BLM inh	Pol eta inh	Apoferritin bind	POLI inh	Glioma ERSR ind	Pol kappa inh	Pol beta inh	APEX1 inh
1	CCCN(CCO)Cc1ccc2ccccc2c1	2.3	2.2%	-0.7%	-7.4%	?	-1.4%	-15.8%	-0.2%	8.7%
2	COc1cccc(-n2c(=O)c3cc(OC)c(OC)cc3n(CC(=O)Nc3ccc(F)cc3)c2=O)c1	-16.5	-7.9%	1.5%	1.6%	5.2%	-3.9%	-13.3%	14.9%	nt
3	CCCC(=O)C1C(=O)CC(C)(C)C(c2cc(C)no2)C1=O (stereo unspecified)	-7.7	-3.4%	-8.5%	-14.1%	2.5%	1.6%	-6.4%	-1.6%	2.0%
4	N#CCc1ccc(NC(=O)c2cc(S(=O)(=O)N3CCOCC3)ccc2Cl)cc1	-18.2	-2.1%	-11.9%	-8.7%	-5.0%	-5.6%	-21.2%	3.8%	-2.6%
5	NCC(O)CN1CCN(Cc2ccccc2)CC1 (stereo unspecified)	-3.7	1.2%	-10.3%	9.9%	-22.0%	-5.1%	-1.2%	38.2%	1.6%
6	O=C(N/N=C1\CCc2ccccc21)c1ccccc1O	12.6	3.4%	-21.1%	-1.6%	4.4%	-13.1%	0.4%	33.1%	-2.8%
7	CCOC(=O)C1(CC)Oc2ccccc2C(c2ccc(OC)cc2)=C1C(=O)OC (stereo unspecified)	4.6	-6.1%[75.6 µM]	-19.5%	-10.1%[110 µM]	13.4%	-3.8%&-5.7%	?	nt	36.2%&-10.2%
8	Cc1cccc(NC(=O)C(C)N2C(=O)c3ccccc3S2(=O)=O)n1 (stereo unspecified)	-8.2	nt	-4.1%	nt	4.2%	-2.1%	-1.3%	nt	-1.8%
9	CCOc1ccc(N(C(C)C(=O)N2CCOCC2)S(C)(=O)=O)cc1 (stereo unspecified)	-8.0	-4.9%	11.7%	-2.5%	76.9%[activator]	-2.6%	3.7%	2.9%	-6.1%
10	O=C(COC(=O)Cn1cnc2ccccc2c1=O)Nc1cc(Cl)ccc1[N+](=O)[O-]	-2.8	5.6%	?	-16.9%	11.7%	-2.2%	-16.7%	-0.2%	17.7%
11	Cn1c(=O)c2[nH]c(SCCN3CCCCC3)nc2n(C)c1=S	-8.0	nt	2.1%	nt	?	-1.9%	-19.5%	nt	nt
12	CC(C)c1ccc(/C=C/C(=O)NCCC2=CCCCC2)cc1	-1.0	1.3%	-21.3%	-0.7%	13.5%	-1.5%	-10.2%	30.2%	11.6%
13	COc1ccc(CN2CCNC(=O)C2CC(=O)N(C)Cc2nc(C)cs2)c(OC)c1 (stereo unspecified)	11.7	0.6%	-2.9%	-7.7%	13.2%	-4.0%	-20.1%	-3.2%	27.6%
14	CCCCN(C(=O)CSc1ncn[nH]1)c1c(N)n(Cc2ccccc2)c(=O)[nH]c1=O	1.3	nt	2.9%	nt	-5.0%	-0.8%	1.2%	nt	26.4%
15	O=C(NC(=S)NCc1ccccc1)c1cccs1	-1.8	-5.0%	-9.6%	-19.7%	2.5%	0.7%	-5.8%	15.7%	0.3%
16	CCN(CC)S(=O)(=O)c1ccc(N2CCOCC2)c(NC(=O)CN2C(=O)NC3(CCCC3)C2=O)c1	-1.3	nt	-17.1%	nt	47.6%[activator]	0.9%	1.7%	nt	nt
17	Brc1cnc(N2CCCCC2)nc1N1CCOCC1	-1.4	-3.2%	-9.2%	-19.9%	-0.7%	1.4%	-9.9%	0.9%	-4.3%
18	CC(C)C(C(=O)Nc1nccs1)c1ccccc1 (stereo unspecified)	-2.7	-6.8%	-14.6%	?	-10.5%	-7.2%	-14.0%	28.8%	9.6%
19	C=CCC1(C(=O)N(C)Cc2ccccc2)CCN(C(=O)OC(C)(C)C)CC1	-4.5	nt	-20.3%	nt	-23.5%	-3.6%	-9.9%	nt	nt
20	CCn1c(=N)n(CC(=O)c2cccc(OC)c2)c2ccccc21	-6.0	3.8%	-6.3%	-14.7%	2.0%	4.6%	-10.5%	-2.4%	?
21	CC1CCc2cc(F)ccc2N1C(=O)CSc1nnc2c3cc(F)ccc3n(C)c2n1 (stereo unspecified)	-5.3	4.0%	-18.8%	-4.1%	12.7%	-4.4%	4.8%	1.1%	-5.5%
22	COc1ccc(-c2noc(CN(C)C(=O)c3ccoc3C)n2)cc1OC	-1.9	0.2%	3.9%	-7.3%	-20.5%	0.5%	-1.1%	11.2%	11.6%
23	CC(=O)c1ccc(NC(=S)Nc2ccn(Cc3ccc(Br)cc3)n2)cc1	-7.9	-9.4%	-15.4%	?	99.8%[activator]	1.6%	-4.2%	7.1%	-1.1%
24	CCCCc1nnc(NC(=O)C(C)Sc2nc(N)cc(=O)[nH]2)s1 (stereo unspecified)	-5.3	2.3%	1.4%	-13.7%	-29.5%	-2.8%	1.5%	2.6%	-0.4%
25	CN(Cc1ccccc1)C(=O)c1cc2c(=O)n(C)c3ccccc3c2s1	5.0	-4.8%	-16.5%	?	-0.2%	-2.9%	4.0%	-17.5%	nt
26	CCC(Sc1ccccn1)C(=O)Nc1cccc([N+](=O)[O-])c1 (stereo unspecified)	-0.9	-13.3%	-1.2%	-15.5%	9.0%	-6.5%	-4.7%	26.9%	10.3%
27	COc1ccc(N2CSC3=C(C#N)C(c4cccs4)CC(=O)N3C2)cc1 (stereo unspecified)	7.9	?	0.8%	?	4.4%	-0.8%	-5.1%	28.2µM*	0.0%
28	CCn1c([N+](=O)[O-])nc2c1c(=O)[nH]c(=O)n2C	12.3	-1.2%	-14.9%	-11.2%	?	-13.4%	0.9%	-0.4%	0.0%
29	CC(=O)c1c(C)[nH]c(C(=O)COC(=O)C2(C)CC2(Cl)Cl)c1C (stereo unspecified)	-0.1	nt	-19.1%	nt	22.2%	2.9%	9.7%	nt	1.4%
30	CCCCCOc1ccc(CSc2ncn[nH]2)cc1	-6.0	3.3%	-26.4%	?	6.6%	7.8%	-10.4%	-8.3%	-2.4%
31	CCN(CC)S(=O)(=O)c1ccc(Cl)c(C(=O)NCC2CCCO2)c1 (stereo unspecified)	-6.7	1.8%	-5.3%	-10.7%	-2.1%	-1.2%	-11.0%	6.9%	0.0%
32	CCn1cc2nc(SCC(=O)Nc3ccc(C)cc3)n(Cc3ccc(C)cc3)c(=O)c2n1	0.4	-25.1%	?	-7.4%	-10.9%	-1.0%	-32.2%	?	nt
33	COc1ccc(CSc2nnc(C)n2N)cc1Br	-5.9	1.7%	-6.9%	-9.6%	-5.8%	-2.3%	4.8%	-2.9%	2.6%
34	N#Cc1c2c(c(Nc3ccccc3)n3c1nc1ccccc13)CCC2	-0.3	0.9%	3.8%	-0.5%	?	-10.1%	-1.2%	3.0%	-0.7%
35	Cc1ccc2[nH]c(O)c(N=NC(=O)C(C)n3cnc4ccccc4c3=O)c2c1 (stereo unspecified)	5.4	-0.5%	-13.3%	?	11.8%	-3.1%	-17.5%	0.4%	0.8%
36	O=C(NCCCCCc1nc2ccccc2[nH]1)c1ccccc1Cl	2.9	-1.9%	1.5%	-2.2%	18.8%	-1.1%	-19.2%	48.7%	26.6%
37	CN(C)c1nc(SCC(=O)Nc2ccc(Cl)c(Cl)c2)nc(N2CCOCC2)n1	-4.0	-1.0%	-6.7%	8.0%	-6.3%	-4.3%	-7.1%	-14.0%	16.3%[12.4 µM]
38	O=C(Nc1ccc(F)cc1)C1COc2ccccc2O1 (stereo unspecified)	2.7	-2.6%	7.4%	-11.1%	-2.7%	7.5%	6.8%	9.1%	-5.1%
39	Nc1nnc(-c2ccc(Cl)c(Cl)c2)s1	-1.6	0.6%	-19.1%	?	-1.8%	-1.4%	-1.0%	-1.8%	-9.9%
40	CCn1c(=O)cc(OCC(=O)N2CCN(c3cccc(C(F)(F)F)c3)CC2)c2ccccc21	-6.3	-6.9%	-10.2%	-23.8%	3.8%	-1.1%	-7.2%	9.5%	-2.6%

Three structures out of the list, arranged by length of the SMILES, ascending.
#	SMILES	LDHA inh	BLM inh	Pol eta inh	Apoferritin bind	POLI inh	Glioma ERSR ind	Pol kappa inh	Pol beta inh	APEX1 inh
29	CC(=O)c1c(C)[nH]c(C(=O)COC(=O)C2(C)CC2(Cl)Cl)c1C (stereo unspecified)	-0.1	nt	-19.1%	nt	22.2%	2.9%	9.7%	nt	1.4%
32	CCn1cc2nc(SCC(=O)Nc3ccc(C)cc3)n(Cc3ccc(C)cc3)c(=O)c2n1	0.4	-25.1%	?	-7.4%	-10.9%	-1.0%	-32.2%	?	nt
40	CCn1c(=O)cc(OCC(=O)N2CCN(c3cccc(C(F)(F)F)c3)CC2)c2ccccc21	-6.3	-6.9%	-10.2%	-23.8%	3.8%	-1.1%	-7.2%	9.5%	-2.6%

Continuation.
#	SMILES	LDHA inh	BLM inh	Pol eta inh	Apoferritin bind	POLI inh	Glioma ERSR ind	Pol kappa inh	Pol beta inh	APEX1 inh
41	CC(=O)c1ccc(S(=O)(=O)N2CCCc3ccccc32)cc1	-1.8	-0.5%	-17.0%	-12.7%	-1.5%	0.9%	-1.4%	9.4%	17.3%
42	Cc1ccc2c(COC(=O)C3CC(=O)N(c4ccc5c(c4)OCCO5)C3)cc(=O)oc2c1 (stereo unspecified)	-5.4	nt	-8.8%	nt	68.0%[activator]	-1.8%	-22.5%	nt	-1.6%
43	Cc1ccc(C)c(NC(=O)CSc2cn(CC(=O)N3CCCCC3)c3ccccc23)c1	-2.9	1.9%	-12.7%	6.5%	12.2%	0.1%	-16.6%	10.1%	nt
44	Cc1cc(C)c(S(=O)(=O)Nc2ccc(C(N)=O)cc2)c(C)c1	1.0	-3.2%	-14.2%	-6.2%	8.9%	-3.0%	-3.3%	32.4%	-6.0%

From PubChem BioAssay
